TCR activator: T cell receptor activation | 330,000 tested, under 10 active | primary human leukocytes, anti-CD3, IL-2 HTRF, 48 h | AID 504894 | Potency, µM (doses to about 9.22 µM), for inactives: at the top dose activation of IL-2 secretion, hits mostly activators; also: % of control where 0% means no effect
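Primary human leukocytes incubated 48 hr with anti-CD3 beads plus compound, without co-stimulation. Secreted IL-2 measured by HTRF (europium cryptate/d2 anti-IL-2 pair, 320 nm excitation, 665 nm emission).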
TSG101-PTAP inh: blocks PTAP/TSG101 interaction to inhibit HIV-1 budding; Q99816; Fluorescence polarization, FITC-PTAP peptide / Tsg101 binding; 340,000 tested, under 10 active; Potency, µM (titrated, usually from 115 µM), for inactives: at the top dose activity change, negative = inhibition, most hits filed as inhibitors; AID 493005; active = well fitted inhibition curve with a large enough effect in the main read-out, with a control signal flat, not every such curve was filed as active; inconclusive = small, poorly fitted or top-dose-only effect, or effect the other way, or a change in a side signal; inactive = no such curve, though single readings can be large or run the other way; also: potency is read from the fitted curve at half-maximal effect; % of control where 0% means no effect
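Compounds were pin-transferred onto Tsg101 binding domain (10 uM final) in HEPES pH 7.5 buffer, then FITC-PTAP peptide was added at 50 nM final. After 20 min at RT, polarization reported peptide displacement across a qHTS concentration series.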
ELG1 DNA repair: ELG1-dependent DNA repair inhibition; Potency, µM (doses to about 46.1 µM), inactives show at the highest dose activity change, negative = inhibition, usual class: inhibitors; HEK293T ELG1-luciferase reporter, luminescence, 16 h; DNA damage induced by 5-fluorouridine; 330,000 compounds, 2.3% hits; also: potency is read from the fitted curve at half-maximal effect; % is scaled to controls: 0 for no effect and ±100 for the full control effect; nearly all actives have a fitted effect of over 55% in size
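5-Fluorouridine DNA damage + compound/DMSO, 2,000 cells/well, 16 h, 37 °C/5% CO2. ONE-Glo, 30 min RT, luminescence. Readout = decrease in reporter signal.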
p53 reactivator: mutant p53 re-activation in reporter cells. H1299 p53-A138V BP100-luciferase reporter, luminescence, 24 h. AID 504706. Potency, µM (titrated, usually from 92.2 µM), for inactives: at the highest dose activity change, positive = activation, hits mostly activators. 320,000 compounds, 0.063% hits; also: potency is read from the fitted curve at half-maximal effect; % of control where 0% means no effect; nearly all actives have a fitted effect of over 45% in size
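p53-null H1299 cells stably carrying temperature-sensitive p53-A138V and a BP100-luciferase reporter were pinned with compounds (4-point, 1:5 series) and held 24 hrs at 37 deg C. Luminescence was read 10 min after detection reagent.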
BRCA1 expr act: activators of BRCA1 expression | MCF7-BRCA1-FFLuc reporter, luminescence, 48 h; response scale: scaled: vehicle 0%, 10 µM genistein 100% | Potency, µM (top dose mostly 46.1 µM), for inactives: at the top dose activation, actives largely listed as activators | 380,000 compounds, 1.1% hits; also: potency is read from the fitted curve at half-maximal effect; nearly all actives have a fitted effect of over 80% in size; some results filed as inactive show a strong effect at the top dose
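Activators of BRCA1 expression were detected as increased firefly luciferase luminescence in engineered MCF7 cells after 48 h compound incubation. Signals were scaled to genistein 10 microM as full activation.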
CXXC DNA block: blocks binding of human MLL CXXC domain to DNA. Q03164. MLL-CXXC / FITC-HOXA9 DNA fluorescence polarization. Potency, µM (top dose mostly 115 µM), for the others: at the top dose activity change, negative = inhibition, most hits filed as inhibitors. 290,000 compounds, 0.037% hits; active = well fitted inhibition curve with a large enough effect in the polarisation, with a control signal flat, not every such curve was filed as active; inconclusive = small, poorly fitted or top-dose-only effect, or effect the other way, or a change in a side signal; inactive = no such curve, though single readings can be large or run the other way; the % refers to the polarisation; also: potency is read from the fitted curve at half-maximal effect
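Steps: dispense CXXC domain solution (7 uM) → pin compounds or unlabeled HOX-A9 DNA control → 5 min ambient → add FLSN-HOX-A9 solution (50 nM) → spin → 30 min ambient → fluorescence polarization. Tris pH 7.5/NaCl/DTT/BSA buffer.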
B2AR arrestin: recruits beta-arrestin to the human beta2-adrenergic receptor. P07550. beta-arrestin recruitment to beta2AR, cell-based reporter. Potency, µM (top dose mostly 46.1 µM), without a hit: at the top dose activation, actives largely listed as activators. 330,000 compounds, 0.02% hits;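 also: potency is read from the fitted curve at half-maximal effect; 0% = DMSO controls and full agonism = EC100 isoproterenol or metaproterenol; nearly all actives have a fitted effect of over 65% in size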
A-T KAP1 phos: potential ataxia-telangiectasia treatment. AID 485349. […] A-T fibroblasts, KAP-1 phosphorylation AlphaLISA; neocarzinostatin DNA damage 30 min before lysis. Potency, µM (top dose mostly 57.5 µM), for the others: at the top dose activation, usual class: activators. 320,000 compounds, 0.19% hits; also: potency is read from the fitted curve at half-maximal effect; % of control where 0% means no effect; nearly all actives have a fitted effect of over 45% in size
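hTERT-immortalized A-T patient fibroblasts ([…]), 500 cells/well in OPTI-MEM, 1% FBS, got compounds for 60 min, then NCS for 30 min at 37C. Lysates were then assayed for phospho-KAP-1 by AlphaLISA (anti-pKAP1 donor, anti-KAP1 acceptor beads), 6 hr at 25C.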
Integrin act MD: integrin-mediated muscular dystrophy alleviation activation | alpha7betagal myoblasts, beta-gal FDG fluorescence, 48 h | Potency, µM (highest dose often 38.3 µM), for inactives: top-dose activation, most hits filed as activators | 350,000 compounds, 0.064% hits;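 also: potency is read from the fitted curve at half-maximal effect; 100% = response of the positive control SU9516; nearly all actives have a fitted effect of over 60% in size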
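alpha7betagal+/- myoblasts (passage 13, 250/well) treated 48 h at 37C with compounds at 1:260 dilution of DMSO stock. Lysed, then beta-galactosidase activity read as FDG fluorescence (ex 480/em 540) after 30 min, with pre-read for autofluorescence.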
TRPV1 ag: activates the human vanilloid receptor TRPV1; Q8NER1; TRPV1-expressing cells, Fluo-8 calcium influx, agonist mode; activation, % at 8.33 µM; 320,000 compounds, 0.19% hits; AID 540275; in the data active = activation above about 80%; inconclusive = between about 30% and that limit; also: 0% is about no effect
Target sequence (Q8NER1 whole entry, looked up): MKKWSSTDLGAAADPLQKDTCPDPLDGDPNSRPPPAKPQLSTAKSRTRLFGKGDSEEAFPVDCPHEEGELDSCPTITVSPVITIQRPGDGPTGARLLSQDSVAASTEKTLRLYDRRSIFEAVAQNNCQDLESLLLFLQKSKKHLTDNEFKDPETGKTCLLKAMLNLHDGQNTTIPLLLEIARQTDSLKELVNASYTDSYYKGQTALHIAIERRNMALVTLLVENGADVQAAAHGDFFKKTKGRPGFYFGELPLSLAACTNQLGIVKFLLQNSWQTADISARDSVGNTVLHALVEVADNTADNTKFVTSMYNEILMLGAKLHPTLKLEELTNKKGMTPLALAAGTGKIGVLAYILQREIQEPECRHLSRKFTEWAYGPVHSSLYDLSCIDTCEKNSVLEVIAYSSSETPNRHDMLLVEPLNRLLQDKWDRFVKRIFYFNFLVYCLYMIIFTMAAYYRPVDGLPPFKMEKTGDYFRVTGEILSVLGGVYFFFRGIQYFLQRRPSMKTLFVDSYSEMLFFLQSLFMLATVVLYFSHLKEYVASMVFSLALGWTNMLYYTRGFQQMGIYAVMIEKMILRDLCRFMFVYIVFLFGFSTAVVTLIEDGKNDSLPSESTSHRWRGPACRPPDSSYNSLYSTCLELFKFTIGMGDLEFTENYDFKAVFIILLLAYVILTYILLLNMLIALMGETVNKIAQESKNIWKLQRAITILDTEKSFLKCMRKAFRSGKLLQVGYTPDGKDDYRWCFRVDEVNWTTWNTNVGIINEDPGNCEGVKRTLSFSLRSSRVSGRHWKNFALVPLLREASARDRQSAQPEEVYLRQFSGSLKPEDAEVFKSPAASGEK
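TRPV1-expressing cells were cultured overnight at 35.5C and loaded with Fluo-8 calcium dye for 40 to 90 min at room temperature. After a 10 s baseline, compound was added and calcium influx was read kinetically for 3 min (ex 480/em 520 nm).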
* marks the source's active call; other numbers are inactive results; ? = inconclusive; nt = not tested or not shown; [ ] = remark or other dose. Unless noted, calls follow the shape of the dose curve; as a rule, active = well fitted curve in the direction sought with a large enough effect; inconclusive = small, poorly fitted or top-dose-only effect, or another doubt; inactive = no such curve, though single readings can be large; an effect the other way counts as inactive or inconclusive.

Values run as follows: TCR activator	TSG101-PTAP inh	ELG1 DNA repair	p53 reactivator	BRCA1 expr act	CXXC DNA block	B2AR arrestin	A-T KAP1 phos	Integrin act MD	TRPV1 ag
CC(C)CN(CC(C)C)S(=O)(=O)c1cc([N+](=O)[O-])ccc1N1CCCCCC1
    -4%	-2%	6%	3%	-3%	-2%	0.0%	-4%	7%	21
Cc1csc(NC(=O)CSc2ccc(-c3ccccn3)nn2)n1
    3%	0%	?	?	-54%	5%	-0.6%	5%	-3%	?
CC(=O)c1cnc2ncnn2c1C
    -5%	2%	6%	-4%	1%	-8%	-1.9%	4%	26%	2
Cc1cccc(NS(=O)(=O)c2ccc(C(=O)N3CC(C)OC(C)C3)cc2)c1C (configuration not stated)
    1%	-2%	?	-8%	-17%	nt	0.2%	7%	1%	1
O=C(Nc1nncs1)c1ccccc1Br
    8%	1%	20%	2%	11%	-3%	0.0%	-1%	-1%	2
C=CCc1cc(/C=C2/NC(=S)NC2=O)cc(OC)c1O
    -2%	0%	31%	-3%	-28%	110%[activator]	0.3%	2%	-8%	3
COc1ccc2[nH]cc(C(=O)NCCc3ccccc3)c(=O)c2c1
    -2%	0%	-9%	?	21%	1%	-0.4%	2%	19%	17
CCc1ccc(C(=O)C(C)OC(=O)Cn2[nH]c(=O)c3ccccc3c2=O)cc1 (configuration not stated)
    2%	-8%	0%	7%	-1%	nt	-0.1%	19%	4%	3
O=c1c(Cl)c(NCc2ccc(F)cc2)cnn1C12CC3CC(CC(C3)C1)C2
    3%[46.1 µM]	-2%	?	-8%	-36%	7%	-0.9%	0%	-1%	-14
CSCCC(NC(=O)c1ccccc1)C(=O)Nc1ccc(NC(C)=O)cc1 (configuration not stated)
    7%[46.1 µM]	nt	19%	-10%	nt	1%	-0.3%	0%	nt	3
CC(C)(C)S(=O)(=O)c1ccccc1-c1noc(-c2ccccc2)c1C(N)=O
    -2%	1%	nt	nt	0%	nt	nt	nt	1%	nt
CS(=O)(=O)c1ccccc1C(=O)N(CCC1=CCCCC1)c1c(N)n(Cc2ccccc2)c(=O)[nH]c1=O
    -3%	0%	?	-13%	-19%	nt	0.3%	12%	-14%	-5
Cc1ccc(C(=O)N2NC(c3ccc(F)cc3)C3C(=O)N(c4ccc(C)cc4)C(=O)C32)cc1 (configuration not stated)
    5%	0%	5%	11%	0%	21%	-0.3%	-11%	0%	?
Nc1cccc(/C=C/C(=O)O)c1
    6%	-6%	10%	9%	-3%	-2%	-0.6%	10%	?	0
CCOCCCNC(=O)C(NC(=O)CNC(=O)c1ccccc1)c1ccc(C)cc1 (configuration not stated)
    nt	0%	2%	-4%	-2%	-5%	0.0%	0%	19%	-2

(next part)
compound | TCR activator | TSG101-PTAP inh | ELG1 DNA repair | p53 reactivator | BRCA1 expr act | CXXC DNA block | B2AR arrestin | A-T KAP1 phos | Integrin act MD | TRPV1 ag
O=C1COc2ccc(S(=O)(=O)Nc3cccc(Cl)c3)cc2N1 | 1% | -2% | -3% | -4% | 4% | -1% | 3.8% | 5% | 25% | 27
FC(F)(F)c1ccccc1CN1CCC(Cc2ccccc2)CC1 | 0% | 1% | -3% | nt | -4% | -10% | 0.2% | 14% | 0% | 0
CCN(CC)CCN(Cc1cc2ccc(C)cc2[nH]c1=O)C(=O)Nc1ccc(Cl)cc1 | -8% | -8% | ? | -1% | 0% | -2% | 0.1% | -4% | -16% | ?
O=c1c(O)c(-c2ccc(O)c(O)c2)oc2cc(O)ccc12 | 1% | -5% | nt | nt | 57% | nt | nt | nt | -15% | nt
CC(C)OC(=O)c1cc(NC(=O)c2nn(C)cc2Br)cc(C(=O)OC(C)C)c1 | -2%[46.1 µM] | -3% | -1% | -6% | 2% | -2% | -0.5% | 7% | 2% | 2
CCn1cc(/C=C(\NC(=O)c2ccc(OC)c(OC)c2)C(=O)N2CCOCC2)c2ccccc21 | -4% | 0% | 4% | -10% | 9% | 4% | 0.2% | 0% | -17% | 0
Cc1nnc2c3ccccc3c(Cl)nn12 | 0% | -7% | ? | -2% | -28% | 4% | -0.3% | 3% | -28% | -1
NC(=S)NCc1cccnc1 | -2% | -9% | 8% | 4% | 12% | -1% | 5.9% | 2% | -5% | -2
Cn1c(SCC(=O)NC2CCCc3ccccc32)nnc1C1CC1 (configuration not stated) | 3% | 1% | 0% | 0% | -6% | nt | 11% | 5% | -3% | -3
CN(CCCC(=O)NCCc1ccccc1)S(=O)(=O)c1ccc([N+](=O)[O-])cc1 | -1% | -6% | -14% | -8% | -25% | -8% | 0.0% | 1% | 18% | 0
CCCCOc1ccc(C2CCC(C(C)=O)C(C)C2)cc1 (configuration not stated) | -2% | -6% | ? | 20% | 10µM* | -12% | -0.5% | 16% | -2% | -2
Cc1csc(NC(=O)CSc2nnc(C)s2)n1 | -15% | -1% | 18% | 8% | 9% | 1% | -0.5% | 8% | 3% | -1
O=C(O[C@H]1[C@H](Cc2ccccc2)NS(=O)(=O)[C@H]2C[C@@H]3C=C[C@]12O3)c1ccc([N+](=O)[O-])cc1 | -4% | -5% | 24% | ? | -3% | nt | -0.6% | 3% | 15% | -4
Cc1ccc(NC(=O)CCSCCc2ccccn2)cc1 | 3% | 0% | -13% | -4% | -13% | 13% | -0.4% | 7% | 33% | 11
O=C(NC1CCCCC1)C1CCN(S(=O)(=O)c2cccc3nsnc23)CC1 | nt | -10% | 3% | -3% | 1% | 6% | -0.9% | 5% | 11% | 0
COc1ccc(N(CC(=O)NN=C2CCCC2)S(=O)(=O)c2ccccc2)cc1 | nt | -11% | -2% | -1% | -2% | -1% | 1.1% | 3% | 14% | 0
CCc1cc(=O)[nH]c(SCc2cccnc2)n1 | 8% | -6% | 0% | -3% | 3% | 4% | 0.1% | -1% | -12% | 3
O=C(Nc1nccs1)c1ccc2c(c1)OCO2 | -54% | 1% | ? | ? | 8.9µM* | 1% | 0.2% | 8% | 15% | 8
CCCCNS(=O)(=O)c1ccc(NC(=O)Cc2ccc(OC)cc2)cc1 | -1% | -1% | ? | -3% | -23% | 21% | 0.1% | -2% | -9% | 1
COc1ccc(Cl)cc1NC(=O)CN1CCN(S(=O)(=O)c2ccc(F)cc2)CC1 | 8% | 0% | 6% | 5% | -4% | 1% | 0.0% | -3% | 33% | 1
Nc1n[nH]c(CCCO)n1 | -11%[46.1 µM] | -5% | 0% | 0% | -30% | 5% | 0.0% | 4% | -9% | 3
CCCCN(C(=O)C1CC(=O)N(c2ccc3c(c2)OCCO3)C1)c1c(N)n(CCCC)c(=O)[nH]c1=O (configuration not stated) | 1% | -2% | -8% | -5% | -2% | nt | -0.1% | -5% | -23% | -1
CC(C)[N+](C)(C)CC(O)CN(c1ccccc1)c1ccccc1 (configuration not stated) | -1% | -10% | 2% | 1% | 10% | 9% | 0.0% | -3% | 8% | 1
COc1cc2[nH]c(=S)n(NC(=O)CC(C)C)c(=O)c2cc1OC | 2% | -9% | -3% | 11% | 2% | -5% | -0.1% | 10% | 3% | 2
CCOc1ccc2[nH]cc(-c3csc(N)n3)c2c1 | 2% | -3% | -20% | -2% | -49% | ? | 0.5% | 4% | -16% | -1

Retrieved by compound from the list above, 3 records:
compound | TCR activator | TSG101-PTAP inh | ELG1 DNA repair | p53 reactivator | BRCA1 expr act | CXXC DNA block | B2AR arrestin | A-T KAP1 phos | Integrin act MD | TRPV1 ag
CCCCNS(=O)(=O)c1ccc(NC(=O)Cc2ccc(OC)cc2)cc1 | -1% | -1% | ? | -3% | -23% | 21% | 0.1% | -2% | -9% | 1
CCc1cc(=O)[nH]c(SCc2cccnc2)n1 | 8% | -6% | 0% | -3% | 3% | 4% | 0.1% | -1% | -12% | 3
COc1ccc(N(CC(=O)NN=C2CCCC2)S(=O)(=O)c2ccccc2)cc1 | nt | -11% | -2% | -1% | -2% | -1% | 1.1% | 3% | 14% | 0

2 consecutive compounds out of the list so far:
compound | TCR activator | TSG101-PTAP inh | ELG1 DNA repair | p53 reactivator | BRCA1 expr act | CXXC DNA block | B2AR arrestin | A-T KAP1 phos | Integrin act MD | TRPV1 ag
CC(C)CN(CC(C)C)S(=O)(=O)c1cc([N+](=O)[O-])ccc1N1CCCCCC1 | -4% | -2% | 6% | 3% | -3% | -2% | 0.0% | -4% | 7% | 21
Cc1csc(NC(=O)CSc2ccc(-c3ccccn3)nn2)n1 | 3% | 0% | ? | ? | -54% | 5% | -0.6% | 5% | -3% | ?

High-throughput results deposited in PubChem by National Center for Advancing Translational Sciences (NCATS).
